KCC2 mod – KCC2 cotransporter modulators, thallium flux, primary screen, cell-based, HEK293 KCC2, FluoZin-2 fluorescence, MLSMR; AID 1456, 2008; B-score of Tl+ flux slope (higher = more flux/activation; lower = inhibition) at 10 µM; Solute carrier family 12 member 5 (Homo sapiens), Q9H2X9; actives 2.2% (n = 190,000); KCC2 cells, thallium flux FluoZin-2 fluorescence;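 active = thallium flux slope and its plate-corrected score both differing from the plate sample mean at a set confidence after two filtering rounds, in either direction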;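 note: slope of fluorescence scaled to starting intensity during 10 to 20 s after thallium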
Furin inhibitor – human furin inhibitors, primary screen, biochemical, fluorescence intensity; purified furin, fluorogenic substrate cleavage; AID 463115, 2010; actives 0.061% (n = 220,000); inhibition, % at 30 µM; in the data active = inhibition above about 25%; note: inactives centre near -15
Target sequence (P09958 108-714 limits assumed): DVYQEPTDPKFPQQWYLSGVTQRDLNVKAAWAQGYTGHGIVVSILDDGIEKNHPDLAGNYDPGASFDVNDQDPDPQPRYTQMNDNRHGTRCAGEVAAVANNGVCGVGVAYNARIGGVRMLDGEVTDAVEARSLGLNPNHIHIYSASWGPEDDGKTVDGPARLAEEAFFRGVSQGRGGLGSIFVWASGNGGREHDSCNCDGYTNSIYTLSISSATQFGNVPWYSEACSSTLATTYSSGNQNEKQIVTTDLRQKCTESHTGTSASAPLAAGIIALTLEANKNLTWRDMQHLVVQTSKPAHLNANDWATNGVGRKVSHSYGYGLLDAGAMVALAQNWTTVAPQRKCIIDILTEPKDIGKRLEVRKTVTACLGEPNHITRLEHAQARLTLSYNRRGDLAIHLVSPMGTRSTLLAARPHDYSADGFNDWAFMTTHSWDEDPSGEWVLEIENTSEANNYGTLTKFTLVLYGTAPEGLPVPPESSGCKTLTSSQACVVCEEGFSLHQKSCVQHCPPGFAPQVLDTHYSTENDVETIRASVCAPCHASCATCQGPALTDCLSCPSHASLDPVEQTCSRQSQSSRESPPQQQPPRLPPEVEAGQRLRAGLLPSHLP
EBV gp42 block – Epstein-Barr virus gp42 inhibitors, primary screen, biochemical, uHTS, fluorescence polarization; Glycoprotein 42 (Epstein-Barr virus (strain AG876)), Q1HVG2; Fluorescence polarization binding assay, mP read-out; inhibition, % (tested at 21.74 µM); actives 0.42% (n = 220,000); AID 1085, 2008; in the data active = inhibition above about 50%
Target sequence (Q1HVG2 whole entry, looked up): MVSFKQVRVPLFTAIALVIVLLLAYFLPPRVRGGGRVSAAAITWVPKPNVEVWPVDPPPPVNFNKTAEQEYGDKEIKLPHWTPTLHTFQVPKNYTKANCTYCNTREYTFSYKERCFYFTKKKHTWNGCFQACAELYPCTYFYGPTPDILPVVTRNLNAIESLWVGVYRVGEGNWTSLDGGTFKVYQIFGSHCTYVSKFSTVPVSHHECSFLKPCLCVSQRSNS
eIF4E-4G inh – eIF4E–eIF4G protein interaction inhibitors, primary screen, biochemical, uHTS, TR-FRET, eIF4GI fragment; inhibition, % at 21.7 µM; TR-FRET eIF4E-eIF4GI(517-606) binding, 2 h; actives 0.37% (n = 220,000);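 note: 0% = full FRET control wells and 100% = background wells lacking eIF4GI fragment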
Rad51 HR inh – human RAD51 strand exchange inhibitors, primary screen, biochemical, fluorescence. actives 0.085% (n = 200,000). inhibition, % at 10 µM. hRad51 DNA strand exchange, fluorescence dequenching. AID 1385, 2008;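 active = inhibition above 40% at the single screening dose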;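 note: 0% = DMSO control wells and 100% = blanks with heterologous ssDNA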
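Material: hRad51 filaments on single-stranded DNA; Reagent: Donor/quencher-labelled 47-bp dsDNA substrate; Compound: 10 µM final, single point; Schedule: 37 °C 15-min filament assembly, 30-min compound preincubation, 15-min exchange; Technique: FRET fluorescence, excitation 485 nm, emission 520 nm; Benchmarks: control wells and blank wells on each plate.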
hK5 inh – human KLK5 protease inhibitors, primary screen, biochemical, 1536-well; Kallikrein-5 (Homo sapiens), Q9Y337; inhibition, % at 5 µM; recombinant hK5, fluorogenic AMC substrate cleavage; actives 0.59% (n = 210,000);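 active = inhibition of 40% or more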;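 note: 0% = enzyme controls without compound and 100% = no-enzyme blanks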
thrombin 1536 – human alpha-thrombin inhibitors, primary screen, counter-screen for coagulation protease inhibitor project, biochemical, 1536-well, fluorogenic AMC substrate; actives 0.26% (n = 220,000); inhibition, % at 5 µM; Boc-VPR-AMC fluorogenic substrate cleavage; AID 1046, 2008;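 active = inhibition at or above 40%; inactive = inhibition below 40%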;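 note: 0% = enzyme with no compound and 100% = wells without enzyme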
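Test system: human alpha-thrombin protein / Dosing: one concentration per compound, 5 µM, with 0.2% DMSO / Medium: pH 7.5 Tris-saline with Tween 20 / Benchmarks: no-compound enzyme wells and no-enzyme blanks / Read-out basis: percent inhibition of thrombin substrate cleavage / Timing: reaction at room temperature / Measured by: fluorescence, ex 355 nm, em 460 nm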
14-3-3 Bad inh – inhibitors of 14-3-3 zeta/Bad binding, primary screen, biochemical, TR-FRET, bovine 14-3-3 zeta; TR-FRET 14-3-3zeta/Dy647-pBad peptide displacement, 1 h; AID 781, 2007; 14-3-3 protein zeta/delta (Bos taurus), P63103; actives 0.71% (n = 220,000); inhibition, % at 21.7 µM;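 active = inhibition above about 70%, limit read from the data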;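 note: 0% = full 14-3-3 plus peptide FRET controls and 100% = background without 14-3-3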
Target sequence (P63103 whole entry, looked up): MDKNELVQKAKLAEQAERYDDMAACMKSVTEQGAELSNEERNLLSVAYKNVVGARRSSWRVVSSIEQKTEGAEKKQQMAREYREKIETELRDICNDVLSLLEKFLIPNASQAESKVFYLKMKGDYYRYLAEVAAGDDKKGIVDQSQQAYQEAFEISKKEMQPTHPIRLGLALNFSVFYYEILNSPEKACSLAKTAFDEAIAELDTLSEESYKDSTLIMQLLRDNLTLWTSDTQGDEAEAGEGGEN
NCF1 inh – p47phox/p22phox peptide binding inhibitors, primary screen, biochemical, uHTS, NADPH oxidase regulatory subunit | Neutrophil cytosol factor 1 (Homo sapiens), P14598 | fluorescence polarization, 2 h | inhibition, % at 24.7 µM | actives 0.53% (n = 220,000) | AID 1274, 2008;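 note: 0% = p47phox with labelled peptide and 100% = labelled peptide alone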
An asterisk follows results filed as active; i = inactive; · = not tested or not shown; & = joins results of further samples; [ ] = dose if it differs, or a comment.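 Rule for the calls, unless noted: active = inhibition above about 30% (limit read from the data); inactive = the rest.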

SMILES	KCC2 mod	Furin inhibitor	EBV gp42 block	eIF4E-4G inh	Rad51 HR inh	hK5 inh	thrombin 1536	14-3-3 Bad inh	NCF1 inh
COc1cc(C(c2c(C)[nH][nH]c2=O)c2c(C)[nH][nH]c2=O)ccc1OCc1ccc([N+](=O)[O-])cc1	-0.28	-5[20 µM]	3	-5	0	-138	4	-24	-6
COc1c(N)c2ccccc2[nH]c1=O	0.66	-18	-11	1	·	-40	-7	-6	-6
O=C(Nc1nc(-c2ccc(S(=O)(=O)N3CCCC3)cc2)cs1)C1COc2ccccc2O1 (centres undefined)	-0.27	2[20 µM]	-4	-37[fluorescence artefact?]	-6	-8	-3	-5[fluorescence artefact?]	1
CCN1CCN(C(=O)CN(CC)S(=O)(=O)c2ccc(Cl)cc2)CC1	0.24	-9[20 µM]	2	-16	-8	-9	-7	3	-1
COc1ccc(C2=COc3ccccc3C(=O)N2)cc1	0.27	-23	-17	6	-1	-2	-1	-17	-9
CC1(C(=O)O)COC(c2ccc([N+](=O)[O-])cc2)OC1 (centres undefined)	·	-17[20 µM]	-19	-9	-2	-19	4	3	-4
CCN(CC)CCNCc1cc(Br)ccc1OCC(=O)NCc1ccccc1	-0.2	-22	5	3	4	-25	2	10	-4
COc1cc2c(cc1O)CC[C@@H]1[C@@H]2CC[C@]2(C)[C@@H](O)CC[C@@H]12	0.19	·	-8	2	-4	·	·	3	4
CCc1ccc(NC(=O)Cn2nc(C)c([N+](=O)[O-])c2C)cc1	-2.1	-1	-9	0	8	-1	-18	-5	-4
CCN(CC(=O)Nc1ccc(C)c(F)c1)CC(=O)NC(C)C	0.0006	-18	4	2	4	-10	-2	1	2
C=CCN1c2ccccc2[C@]23C[C@@H](C(=O)OC)N(C(C)=O)C2=NC(C(=O)OC)=C(C(=O)OC)[C@H]13	0.031	-26	-15	2	13	-1	-1	-8	-15
CC(=O)NN1C(=O)/C(=C\c2ccc(O)cc2)SC1=S	-1.4	-12	-103	2	-50	3	-4	-13	-158
CCN(CC)C(=O)CN(C)S(=O)(=O)c1cccc2nsnc12	·	-7	-15	0	-1	-5	2	-8	-6
Cc1ccc(S(=O)(=O)N(C)C)cc1NC(=O)Nc1ccccc1F	·	-3	3	0	-6	3	-3	1	-2
Cc1ccc(-c2ccc(=O)n(CC(=O)Nc3cccc(C(=O)N4CCN(C)CC4)c3)n2)cc1	·	-14	-1	2	0	6	-9	-5	-2
O=C(COC(=O)c1c2ccccc2cc2ccccc12)Nc1ncc(C(F)(F)F)cc1Cl	·	0[20 µM]	1	1	-2	59*	8	-7	-34
COC1C/C(=N\O)C2OC(c3ccccc3)OCC2O1 (centres undefined)	0.15	-31	-7	3	6	-12	-1	-8[fluorescence artefact?]	-14
COc1ccc(OCc2cccc(C(=O)Nc3cc(C)on3)c2)cc1	-0.24	-10[20 µM]	-11	2	-11	-8	1	1[fluorescence artefact?]	-18
Cc1nc(N/C(N)=N/S(=O)(=O)c2ccc([N+](=O)[O-])cc2)nc2ccccc12	-1.6	-11	-4	0	7	-21	2	-5[fluorescence artefact?]	-1
COc1ccc(-c2csc(N(CC3CCCO3)C(=O)c3ccc(C)cc3)n2)cc1 (centres undefined)	0.06	-12[20 µM]	-10	3	5	7	0	-9[fluorescence artefact?]	4
CCOC(=O)C(=O)NN=C(c1ccccc1)c1ccccc1	-0.023	-17	-18	2	·	-6	-11	40	-6
CCOC(=O)c1c(NC(=O)Cn2c(C)nc3ccccc32)sc2c1CCC2	0.56	-18[20 µM]	-1	-7	-5	-26	2	-5	-24
Cc1ccc(S(=O)(=O)NCC(=O)N2CCC(C)CC2)cc1	1.2	-12	-6	2	-3	-3	-8	-3	-6
CC(C(=O)NCCN1CCOCC1)c1ccc([N+](=O)[O-])cc1 (centres undefined)	0.33	-26	-21	0	·	-27	-5	-1	-15
COc1cc(NC(=O)c2cccs2)c(OC)cc1NC(=O)CCC(=O)Nc1ccc2ncccc2c1	-1.1	3	0	23	-34	54*	19	49	26

Some of these compounds in order of the Rad51 HR inh value, falling.
Molecule | KCC2 mod | Furin inhibitor | EBV gp42 block | eIF4E-4G inh | Rad51 HR inh | hK5 inh | 14-3-3 Bad inh | NCF1 inh
CC1(C(=O)O)COC(c2ccc([N+](=O)[O-])cc2)OC1 (centres undefined) | · | -17[20 µM] | -19 | -9 | -2 | -19 | 3 | -4
COc1cc2c(cc1O)CC[C@@H]1[C@@H]2CC[C@]2(C)[C@@H](O)CC[C@@H]12 | 0.19 | · | -8 | 2 | -4 | · | 3 | 4
COc1ccc(OCc2cccc(C(=O)Nc3cc(C)on3)c2)cc1 | -0.24 | -10[20 µM] | -11 | 2 | -11 | -8 | 1[fluorescence artefact?] | -18

New compounds follow.
SMILES	KCC2 mod	Furin inhibitor	EBV gp42 block	eIF4E-4G inh	Rad51 HR inh	hK5 inh	thrombin 1536	14-3-3 Bad inh	NCF1 inh
O=C(CSc1nnc2ccccn12)N1CCc2ccccc2C1	0.46	-24	-124	-4[fluorescence artefact?]	6	-11	1	-7[fluorescence artefact?]	-4
CC1=NC(C#N)=C(C#N)NC(C)(C)C1	0.53	-26	-12	-4	-7	-1	4	-1	-17
Cc1nc2ccccc2n1CC(O)COC1CCCCC1 (centres undefined)	1.1	-27[20 µM]	-13	-2	-2	-3	0	5	-4
Cc1cc2c(cc1C)CSC(c1ccccc1OC(=O)C(C)(C)C)SC2	-0.4	-14[20 µM]	-6	-13	-2	-5	3	4	-13
OC(CNCC1CCCO1)Cn1c2ccc(Br)cc2c2cc(Br)ccc21 (centres undefined)	0.46	31*[20 µM]	-3	10	7	-15	2	53[fluorescence artefact?]	64*
CN(C)C(=O)C#Cc1ccccc1	0.77	-23	-4	-6	0	3	-1	2	-8
Cc1ccc(C(=O)NCC(=O)NCC(=O)OCC(=O)c2ccc([N+](=O)[O-])cc2)cc1	-0.24	-22	-4	-8	-5	10	-2	-13	3
Nc1ccc(C2CCCc3nonc32)c2nonc12 (centres undefined)	0.89	-12[20 µM]	-17	5	-10	-8	1	-12	-6
CC1CC(C)CN(S(=O)(=O)c2cccc(C(=O)OCCN3CCCC3=O)c2)C1 (centres undefined)	-0.3	-17[20 µM]	-5	-4	4	19	9	7[fluorescence artefact?]	-5
CCOc1ccc(NC(=O)CN(C)CC(=O)Nc2cc(Cl)ccc2C#N)cc1OCC	-0.29	-17[20 µM]	-16	-1[fluorescence artefact?]	1	-4	-8	-6[fluorescence artefact?]	4
CCC(=O)Nc1nnc(-c2ccncc2)s1	·	-14[20 µM]	16	-2	-4	6	-4	-1	-9
Cc1nc(SCC(=O)N(C)Cc2ccco2)c2c(C)c(C)sc2n1	-1.3	-14	-13	2	-4	-2	3	-10	-9
Cc1cccc2sc(N(CCCN(C)C)C(=O)CCc3ccccc3)nc12	0.63	-21	-27	4	0	-1	-7	-3	-19
Cc1ccc(CNC(=O)CSc2c3c(nc4cc(Cl)ccc24)CCCC3)o1	-1.6	-17[20 µM]	7	-3[fluorescence artefact?]	-3	7	-5	-3	1
Nn1c(SCc2c(F)cccc2F)nnc1-c1ccccn1	0.72	-18	-20	1	19	-1	-7	1	-4
CC(=O)Nc1cccc(NC(C)=O)n1	1&0.42	-33	-1&-8	-2&7	4&-1	3&-9	-1	-9&-11	-10&3
Brc1ccc(CSc2ncnc3nc[nH]c23)cc1	0.41	-27	-16	4	-6	-7	-1	17	2
CC(C)(C)c1ccc(C(=O)c2c[nH]c(C(=O)NCc3cccnc3)c2)cc1	-0.16	-7[20 µM]	-22	1	-7	-6	2	-10	-15
N#CC1=C(N)OC2=C(CCc3ccccc32)C1c1ccccc1 (centres undefined)	-0.52	-3	22	-1[fluorescence artefact?]	3	-12	-9	-14[fluorescence artefact?]	-6
CCN1CCN(c2cc(C)c3cc(NC(=O)c4cnccn4)ccc3n2)CC1	-0.27	1	-17	-1	-5	-4	-10	1	-15
CCOC(=O)CC(NC(=O)Cn1nnc(-c2ccccc2F)n1)c1ccccc1Cl (centres undefined)	-1.3	-10	3	0	10	-5	-19	-1	-10
CC(=O)c1cc2ccc(O)cc2oc1=O	i	-34	32	3	-3	-21	-1	7	-10
COC(=O)C1CCN(C(=O)COc2ccc(Cl)cc2)CC1	0.036	-16[20 µM]	-6	2	-4	15	13	0	-6
Cc1ccccc1NC(=O)C1CC(=O)N(c2ccccc2F)C1 (centres undefined)	0.01	-20[20 µM]	-23	-3	-12	40	20	-4	-4
Cc1ccc(C)c(CN2C(=O)C(C)Oc3ccc(C)cc32)c1 (centres undefined)	0.91	-13[20 µM]	-15	2	-2	-17	-5	16	-3

(more compounds)
SMILES	KCC2 mod	Furin inhibitor	EBV gp42 block	eIF4E-4G inh	Rad51 HR inh	hK5 inh	thrombin 1536	14-3-3 Bad inh	NCF1 inh
CSc1ccc(NC(=O)CC(C)=O)cc1	0.25	-34	-19	-13	6	-16	5	-12	-6
O=C(CSc1cccc[n+]1[O-])NN(c1ccccc1)c1ccccc1	0.45	-12	-6	0	-1	-6	2	-9	-14
NC(=O)C1CCN(C(=O)CC2(CC(=O)O)CCCCC2)CC1	0.98	-16	12	-1	4	-8	-7	2	7
CCNCc1cc(OCC)c(OCC(=O)NCCc2ccccc2)cc1Cl	·	-17[20 µM]	-20	2[fluorescence artefact?]	9	-10	2	0	-15
COc1ccc(CC(=O)Nc2ccccc2NC(=O)c2ccco2)cc1OC	0.71	-32	3	1	5	-5	-8	1	6
CN(C)c1nc(N(C)C)n(Cc2c(Cl)cccc2Cl)n1	-0.68	-18	-3	4	13	0	-11	2	-6
Cc1cccc2nc(=S)n(C(=O)c3ccco3)n12	·	-16	-1	1[fluorescence artefact?]	-8	-1	0	10	6
Cc1c(NS(=O)(=O)c2ccccc2)c(=O)n(-c2ccccc2)n1C	·	-22[20 µM]	-5	-2	-9	3	1	-4	-1
Cc1cccc(N2CCN(C(=O)CCN3C(=O)C4C5C=CC(C5)C4C3=O)CC2C)c1 (centres undefined)	1.2	-32	-4	4	·	·	-1	6	·
CCC(C)NC(=O)COc1ccccc1[N+](=O)[O-] (centres undefined)	-0.73	-22	-23	7	1	-10	-3	-6	-15
COc1ccccc1-c1ccc(SCc2ccccc2)nn1	-1.6	-25	-7	1	-8	-4	-10	-4	-10
Clc1ccc(-c2csc(N3CCSCC3)n2)cc1	0.29	1	1	2	4	-14	-3	-3	-7
CCCC1CCC(C(=O)Nn2cnc3ccccc3c2=O)CC1 (centres undefined)	-0.97	-18[20 µM]	-26	4	5	-16	0	-7	2
CC(=O)Nc1cc(-c2ccc(Cl)cc2)[nH]n1	·	6	-14	4	4	-2	3	-10	-2

Screening data (PubChem BioAssay)
